PfHsp90 yeast 2: growth inhibition of PfHsp90-expressing yeast, primary screen, antimalarial PfHsp90 inhibitor project, S. cerevisiae, BacTiter-Glo luminescence, single point, set 2. BacTiter-Glo ATP, 48 h; yeast lacking PDR1 and PDR3 efflux regulators. inhibition, % at 9.4 µM. 0.32% of 310,000 active. AID 504621, 2011;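 active = every replicate shows inhibition above about 80%, whatever the replicate mean, limit read from the data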;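 also: 0% = DMSO neutral controls and 100% = 20 µM radicicol positive controls; yeast relying on Plasmodium falciparum Hsp90 in place of its own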
Rtt109 Vps75: inhibitors of C. albicans Rtt109/Vps75 HAT, primary screen, biochemical, ThioGlo CoA-SH fluorescence, plate reader; inhibition, % at 34.9 µM; Histone acetyltransferase RTT109 (Candida albicans (strain SC5314 / ATCC MYA-2876)), …; 0.16% of 330,000 active; purified Rtt109/Vps75, 4 h;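 active = inhibition of at least 50% in every replicate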
Target sequence (Q5AAJ8 whole entry, looked up): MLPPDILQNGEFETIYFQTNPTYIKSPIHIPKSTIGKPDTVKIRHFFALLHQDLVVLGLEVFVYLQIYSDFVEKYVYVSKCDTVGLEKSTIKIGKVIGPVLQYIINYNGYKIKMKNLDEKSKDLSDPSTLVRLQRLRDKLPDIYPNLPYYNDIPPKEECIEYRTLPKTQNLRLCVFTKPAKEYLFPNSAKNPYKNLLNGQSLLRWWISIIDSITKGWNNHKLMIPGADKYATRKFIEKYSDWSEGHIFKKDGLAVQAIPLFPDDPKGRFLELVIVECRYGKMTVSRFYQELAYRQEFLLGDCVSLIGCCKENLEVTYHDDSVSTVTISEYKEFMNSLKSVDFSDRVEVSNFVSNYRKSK
cardiac RTF act: cardiac RTF calcium sensitivity activators, primary screen, biochemical, IANBD-TnC fluorescence, EC20 calcium; 0.24% of 340,000 active; activation, % at 7.2 µM; Troponin I, cardiac muscle (Homo sapiens) + Troponin T, cardiac muscle (Homo sapiens) + …; AID 493008, 2010; IANBD-labeled TnC RTF fluorescence at EC20 calcium; 0% EC20 calcium, 100% full calcium;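 active = activation above the mean over all tested compounds plus 3 SD, cut at about 30% in these data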;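 also: rise in fluorescence read as greater calcium sensitivity of cardiac thin filaments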
dFosB activator: activators of delta FosB homodimer, primary screen, biochemical, fluorescence polarization, TAMRA-CDK5 oligo, single point. activation, % at 25 µM. purified delta FosB; percent of positive-control signal above neutral wells. 0.99% of 340,000 active. Protein FosB (Mus musculus), P13346;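 active = mean activation above about 17%, with every replicate also reaching it, limit read from the data, passing the limit was not always enough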;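 also: fluorescence polarization rise as delta FosB binds a TAMRA Cdk5 AP-1 oligo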
RTF Ca sens inh: cardiac RTF calcium sensitivity inhibitors, primary screen, biochemical, IANBD-TnC fluorescence, EC70 calcium; Troponin I, cardiac muscle (Homo sapiens) + Troponin T, cardiac muscle (Homo sapiens) + …; IANBD-labeled cardiac RTF, Ca2+ fluorescence; inhibition, % at 7.15 µM; 0.12% of 340,000 active; AID 493244, 2011;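 active = inhibition above the mean inhibition of all tested compounds plus 3 SD, cut at about 17% in these data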;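 also: assay run at fixed EC70 calcium of 1.6 mM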
NSD2 inh: NSD2 histone methyltransferase inhibitors, primary screen, biochemical, AlphaScreen, single concentration, set 2 | inhibition, % at 12.5 µM | 0.54% of 310,000 active | NSD2 peptide methylation, 120 min; in the data active = inhibition above about 50%
CDK5 inh: inhibitors of human CDK5/p35 kinase, primary screen, biochemical, single concentration; Recombinant CDK5/p35, ADP-Glo luminescence, 60 min; Cyclin-dependent kinase 5 (Homo sapiens) + Cyclin-dependent kinase 5 activator 1 (Homo …; inhibition, % at 10 µM; 0.01% of 330,000 active;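 active = highest replicate inhibition of at least 50% and at least 75% of replicates reaching 50%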;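 also: plate controls were DMSO neutral control for no effect and GW8510 at 10 µM for full effect; many of its hits are not listed in these tables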
Keap1-Nrf2 PPI: Keap1-Nrf2 protein-protein interaction inhibitors, primary screen, biochemical, fluorescence polarization, single point; Kelch-like ECH-associated protein 1 (Homo sapiens), Q14145; Keap1 Kelch-Nrf2 peptide fluorescence polarization, 1536-well; inhibition, % at 9.4 µM; 0.15% of 340,000 active; AID 504523, 2011; in the data active = inhibition above about 12%;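 also: human Keap1 Kelch domain with fluorescein labeled Nrf2 9mer peptide probe; 0% = neutral control wells and 100% = peptide positive control; higher means more block of Keap1 binding to Nrf2 peptide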
Target sequence (Q14145 whole entry, looked up, the tested form may be a part): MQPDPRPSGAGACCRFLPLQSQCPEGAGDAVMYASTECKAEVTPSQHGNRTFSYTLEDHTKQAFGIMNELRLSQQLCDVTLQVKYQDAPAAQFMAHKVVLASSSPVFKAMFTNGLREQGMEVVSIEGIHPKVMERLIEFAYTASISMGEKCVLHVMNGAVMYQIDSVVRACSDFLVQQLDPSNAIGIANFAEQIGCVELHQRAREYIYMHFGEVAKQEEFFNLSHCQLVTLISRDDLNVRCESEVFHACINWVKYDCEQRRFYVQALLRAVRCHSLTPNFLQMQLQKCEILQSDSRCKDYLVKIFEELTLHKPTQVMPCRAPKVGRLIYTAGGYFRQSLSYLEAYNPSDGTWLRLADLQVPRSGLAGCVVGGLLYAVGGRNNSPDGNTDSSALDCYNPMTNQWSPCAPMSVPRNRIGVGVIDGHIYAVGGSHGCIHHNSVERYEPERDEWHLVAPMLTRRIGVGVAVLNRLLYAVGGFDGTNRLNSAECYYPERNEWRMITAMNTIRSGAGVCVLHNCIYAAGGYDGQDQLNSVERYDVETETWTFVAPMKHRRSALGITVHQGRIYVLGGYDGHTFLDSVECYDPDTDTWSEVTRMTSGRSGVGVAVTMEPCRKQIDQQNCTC
SUMO Mot1 rescue: yeast Mot1-301 growth rescue at high temperature, primary screen, SUMOylation pathway inhibitor project, S. cerevisiae, ATP luminescence, 38.5C. S. cerevisiae Mot1-301 growth rescue; percent above DMSO median, 100 means doubled. growth rescue, % at 18.8 µM. AID 2716, 2010. 1% of 320,000 active;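 active = every valid replicate shows activation above 250% relative to neutral control wells; inactive = the rest, any valid replicate at or below 250%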;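 also: OY570 slx delta 5 strain wells were the positive control but not used for scaling; some compounds called inactive have numbers as strong as hits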
PvdQ inh: P. aeruginosa PvdQ acylase inhibitors, primary screen, biochemical, fluorescence, plate reader and imaging, single point; PvdQ acylase [Pseudomonas aeruginosa LESB58]; purified PvdQ acylase; inhibition, % at 10 µM; 0.063% of 340,000 active; AID 488965, 2010; in the data active = inhibition above about 30%, passing the limit was not always enough;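 also: 0% = vehicle neutral wells and 100% = reference inhibitor wells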
C-LANA FP: inhibitors of KSHV C-LANA binding to DNA, primary screen, biochemical, fluorescence polarization, FAM-LBS DNA, MBP-C-LANA, single point | 0.078% of 340,000 active | Kaposi's sarcoma herpesvirus LANA C-terminal domain (residues 932-1162) DNA binding | inhibition, % at 9 µM;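 active = highest replicate inhibition at or above 60% at 9 µM, even if other replicates fall short; inactive = all replicates below 60% inhibition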;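 also: 0% = neutral control wells and 100% = 4 µM acridine orange control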
* = called active by the depositor; x = no result given.

SMILES	PfHsp90 yeast 2	Rtt109 Vps75	cardiac RTF act	dFosB activator	RTF Ca sens inh	NSD2 inh	CDK5 inh	Keap1-Nrf2 PPI	SUMO Mot1 rescue	PvdQ inh	C-LANA FP
Cc1ccc(NC(=O)CCC(=O)c2cccs2)cc1F	-90	4	-5	-7	-8	-6	-0.1	-1	12	6	0.3
CCc1ccc(OCC(=O)c2c(O)c3ccccc3oc2=O)cc1	-10	9	3	4	0	8	0.6	1	x	1	-0.1
CC(=O)N1CN(Cc2ccccn2)Cc2c1sc1c2CCCC1	-27	-17	-1	-6	3	1	1.0	-7	-14	-12	-1.3
O=C1CN(C(=O)COC(=O)c2c(F)cccc2Cl)c2ccccc2N1	7	5	-2	-6	-7	1	0.5	3	1	-1	-0.1
O=[N+]([O-])c1ccccc1OCc1nc(-c2cccs2)no1	-55	-8	2	4	-12	x	-1.7	-2	13	-13	1.6
Cc1ccc(S(=O)(=O)N(CCC#N)C2CCCCC2)c2nsnc12	14	0	11	-10	-5	1	0.8	-8	-32	-10	-1.1
COc1ccc(CNC(=O)CN(C(=O)c2csnn2)c2cnc3ccccc3c2)cc1	17	-1	3	-4	7	-1	-0.1	2	-4	-4	-1.4
CCOc1ccccc1C=NNC(=O)C(=O)NN=Cc1ccccc1OCC	-1	5	7	1	1	-3	1.8	1	x	8	0.6
CNC(=S)N1CCN(C(=O)c2ccco2)CC1	-43	0	1	5	-14	2	0.3	-4	11	-10	-0.3
COc1cccc(NC(=O)CSc2nc(=O)n(CCN(C)C)c3c2CCCC3)c1	-37	-1	2	-8	9	x	-0.6	-2	9	9	-1.0
CS(=O)(=O)c1ccccc1-c1nnc(NC(=O)c2ccco2)o1	x	0	-7	-5	-5	0	-0.4	-3	-1	-8	0.4
CN=C1c2c(-c3ccccc3)c3cc(OC)ccc3n2CCN1C	7	-18	-7	3	1	-4	-0.5	-4	6	1	-4.2
O=[N+]([O-])c1ccc(N2CCN(c3ccc(F)cc3)CC2)nc1	-19	0	-4	3	-3	-2	0.0	1	8	4	0.5
COc1cccc(NC(=O)c2ccc(Cn3cc([N+](=O)[O-])cn3)o2)c1	-16	-7	-4	10	6	2	1.5	3	-22	-5	1.7
CCc1ccc(CN(C)C(=O)C2CCC(=O)N(Cc3ccccn3)C2)cc1 (centres undefined)	10	3	-3	-8	0	-5	x	-4	x	-4	0.4
C/C(Cl)=C\Cn1c(O)c(N=O)c2ccccc21	5	9	1	-3	-5	-1	-0.5	-5	4	-33	-0.8
CCOC(=O)Nc1ccc2c(COC(=O)c3ccccc3O)cc(=O)oc2c1	-18	3	-1	-9	-12	-2	1.3	-1	13	-11	0.2
Fc1ccc(-c2nc3ccccn3c2NCc2ccc3c(c2)OCO3)cc1	-6	21	4	-7	-4	1	0.8	-1	-5	7	0.8
O=C(NCc1ccco1)C(=O)NCC1OCCCN1S(=O)(=O)c1ccccc1 (centres undefined)	-4	-2	1	4	-23	-3	0.1	1	1	-2	-2.3
CN(C)S(=O)(=O)c1ccc2nc(NC(=O)c3cccs3)sc2c1	7	15	3	-21	-7	33	1.0	-3	-15	-3	-0.6
COc1ccc2nc(NC(=O)c3cccc(S(=O)(=O)N4CCOCC4)c3)sc2c1	3	-3	-8	9	7	0	-1.3	-1	102	5	-1.1
CSc1ccc(OC2CCCCC2NS(=O)(=O)c2ccccc2)cc1 (centres undefined)	-2	40	0	0	10	-1	2.2	-3	1	8	0.8
O=C(/C=C/c1cccs1)NNC(=O)c1ccccc1	-3	-4	2	-2	1	3	-2.1	-4	-19	-13	-1.0
Cc1c(C(=O)NCc2ccccn2)oc2c(Cl)cccc12	-14	6	2	-7	-13	2	0.4	0	16	1	-0.3
CN1C(=O)C(=O)/C(=C(/O)c2ccc(Br)cc2)C1c1ccc(Cl)cc1 (centres undefined)	-8	-4	5	-8	-7	-1	-3.0	-5	1	-2	0.5

Profiles as entered above.
CNC(=S)N1CCN(C(=O)c2ccco2)CC1 is entered as PfHsp90 yeast 2 = -43; Rtt109 Vps75 = 0; cardiac RTF act = 1; dFosB activator = 5; RTF Ca sens inh = -14; NSD2 inh = 2; CDK5 inh = 0.3; Keap1-Nrf2 PPI = -4; SUMO Mot1 rescue = 11; PvdQ inh = -10; C-LANA FP = -0.3
CS(=O)(=O)c1ccccc1-c1nnc(NC(=O)c2ccco2)o1 is entered as PfHsp90 yeast 2 = x; Rtt109 Vps75 = 0; cardiac RTF act = -7; dFosB activator = -5; RTF Ca sens inh = -5; NSD2 inh = 0; CDK5 inh = -0.4; Keap1-Nrf2 PPI = -3; SUMO Mot1 rescue = -1; PvdQ inh = -8; C-LANA FP = 0.4

2 of the compounds above, with values under each structure.
The line under a structure holds: PfHsp90 yeast 2 | Rtt109 Vps75 | cardiac RTF act | dFosB activator | RTF Ca sens inh | NSD2 inh | CDK5 inh | Keap1-Nrf2 PPI | SUMO Mot1 rescue | PvdQ inh | C-LANA FP
CN=C1c2c(-c3ccccc3)c3cc(OC)ccc3n2CCN1C
→ 7 | -18 | -7 | 3 | 1 | -4 | -0.5 | -4 | 6 | 1 | -4.2
Cc1c(C(=O)NCc2ccccn2)oc2c(Cl)cccc12
→ -14 | 6 | 2 | -7 | -13 | 2 | 0.4 | 0 | 16 | 1 | -0.3

(cont.)
SMILES	PfHsp90 yeast 2	Rtt109 Vps75	cardiac RTF act	dFosB activator	RTF Ca sens inh	NSD2 inh	CDK5 inh	Keap1-Nrf2 PPI	SUMO Mot1 rescue	PvdQ inh	C-LANA FP
O=C1/C(=C/c2ccco2)SC(=S)N1C1CCS(=O)(=O)C1 (centres undefined)	24	4	1	1	-2	23	-0.6	5	13	-7	1.7
Cc1nnc(NC(=O)c2ccc(Br)o2)s1	-2	3	4	0	-8	2	0.2	3	1	0	-0.8
CCn1c(CNC(=O)Cc2ccc(OC)cc2)n[nH]c1=S	x	5	2	3	-15	-12	0.3	1	-17	-14	1.1
CN(Cc1nc(-c2cnccn2)no1)CC1(c2ccccc2)CC1(C)C (centres undefined)	6	1	11	-4	-5	-2	-1.9	-4	x	-6	-1.4
COCCN(C(=O)CNC(=O)c1ccco1)C(C(=O)NC1CCCCC1)c1cccs1 (centres undefined)	12	-8	12	-1	6	-6	-0.3	-4	159	-7	-0.9
CCOC(=O)CSc1nnc(-c2cccnc2)o1	-14	-5	1	2	8	-2	-0.3	1	-17	-1	-1.5
CC(OC(=O)CCC(=O)N1CCN(S(=O)(=O)c2ccc3ccccc3c2)CC1)C(=O)NC(N)=O (centres undefined)	5	11	-3	-6	4	4	1.1	-4	307	3	-0.2
COc1ccccc1C(=O)NCC(=O)OCC(=O)Nc1cccc(S(=O)(=O)N(C)C)c1	9	4	1	-4	1	-1	-2.5	0	-18	-22	-0.3
COc1ccc(O)c(-c2cc(-c3ccccc3Cl)[nH]n2)c1	-17	3	-6	-5	4	3	1.6	2	35	-5	0.9
COc1cc(-c2nnc(COc3ccc(Cl)cc3C)o2)cc(OC)c1OC	0	-8	-7	10	-7	1	1.1	-3	0	-19	1.3
CCCCc1nc2n[nH]c(N)c2c2c1CCCC2	-16	-1	-4	1	0	-1	-0.5	-6	-28	-2	-1.0
CCN1CCN(CCC(=O)Nc2cc(C)ccc2C)CC1	5	-9	-4	1	-6	25	-3.9	-8	-25	-14	-1.3
N#C/C(=C\C=C\c1ccccc1)C(=O)Nc1ccccc1	32	-1	-4	0	-20	-1	2.4	5	-14	-11	0.3
COc1ccc(NC(=O)CSc2nnc(-c3ccc(C)cc3)n2N)cc1	-31	-10	-4	1	-4	-1	-0.2	-2	1	-17	-1.3
C[C@H](NC(=O)c1nc[nH]c1C(=O)NC(c1ccccc1)c1ccccc1)C(=O)OC(C)(C)C	-22	3	-8	4	7	x	-1.1	5	16	-4	-0.2
CC(C)c1nc2c(s1)CCc1onc(-c3ccc(Cl)cc3)c1-2	2	-8	-4	2	-5	x	-1.7	-1	-17	-16	1.4
Brc1ccc2oc3c(N4CCOCC4)ncnc3c2c1	6	-6	-5	-11	4	0	-0.6	0	x	2	-1.4
O=C1CC(c2cccc(Oc3ccccc3)c2)NC(=O)N1 (centres undefined)	x	-2	20	-2	5	-2	-0.6	-7	-20	-3	-0.9
Cc1ccc(NC(=O)c2cccc(C(=O)OC(C)C)n2)c(Br)c1	-9	-3	0	-4	8	-2	-2.0	4	3	-9	0.1
CC(=O)N1CCc2cc(Br)cc(S(=O)(=O)N3CCCCCC3)c21	11	2	1	-13	-6	x	-0.5	-4	114	-13	1.1
OCCNc1nc(Nc2ccccc2Cl)nc(N2CCCC2)n1	-10	16	0	-1	4	x	-0.8	-2	0	-1	-1.0
Cc1ccc(-c2nn3c(C)nnc3s2)cc1NC(=O)c1ccc(OC(C)C)cc1	8	-1	-7	1	-2	x	1.8	-3	4	3	0.1
COC(=O)c1nnn(Cc2ccccc2)c1N	16	-11	-4	-9	-1	-4	-0.3	-2	0	-1	-0.7
COc1ccc(CCNC(=O)CSc2nc(-c3ccco3)cc(C(F)(F)F)n2)cc1	-4	x	-1	-14	-11	-2	1.7	-1	380	4	-0.2

Fetched by structure from the list above (2):
SMILES	PfHsp90 yeast 2	Rtt109 Vps75	cardiac RTF act	dFosB activator	RTF Ca sens inh	NSD2 inh	CDK5 inh	Keap1-Nrf2 PPI	SUMO Mot1 rescue	PvdQ inh	C-LANA FP
CCCCc1nc2n[nH]c(N)c2c2c1CCCC2	-16	-1	-4	1	0	-1	-0.5	-6	-28	-2	-1.0
COc1ccccc1C(=O)NCC(=O)OCC(=O)Nc1cccc(S(=O)(=O)N(C)C)c1	9	4	1	-4	1	-1	-2.5	0	-18	-22	-0.3

Copied from the list.
C-LANA FP result of COc1ccc(O)c(-c2cc(-c3ccccc3Cl)[nH]n2)c1 stands at 0.9
PvdQ inh result of O=C1CN(C(=O)COC(=O)c2c(F)cccc2Cl)c2ccccc2N1 stands at -1
cardiac RTF act result of O=[N+]([O-])c1ccc(N2CCN(c3ccc(F)cc3)CC2)nc1 stands at -4
cardiac RTF act result of COc1cccc(NC(=O)c2ccc(Cn3cc([N+](=O)[O-])cn3)o2)c1 stands at -4
CDK5 inh result of CCOc1ccccc1C=NNC(=O)C(=O)NN=Cc1ccccc1OCC stands at 1.8
